Bioassay records (PubChem)
MsrA act = activates bovine MsrA enzyme | purified bovine MsrA, absorbance read-out | activation, % at 10.6 µM | actives 0.3% (n = 360,000); in the data active = activation above about 7.5%;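 also: 0% = vehicle and 100% = reference activator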
PABP1 MLLE inh = inhibitors of microRNA-mediated deadenylation, human PABP1 MLLE binding; AID 588489; actives 0.36% (n = 360,000); GST-MLLE / FITC-PAM2 fluorescence polarization; P11940; inhibition, % at 20 µM; in the data active = inhibition above about 35%, passing the limit was not always enough;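 also: plate controls were DMSO wells with GST-MLLE for no effect and wells lacking GST-MLLE protein for full effect; some results filed as inactive read as strong as hits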
Target sequence (P11940 whole entry, looked up): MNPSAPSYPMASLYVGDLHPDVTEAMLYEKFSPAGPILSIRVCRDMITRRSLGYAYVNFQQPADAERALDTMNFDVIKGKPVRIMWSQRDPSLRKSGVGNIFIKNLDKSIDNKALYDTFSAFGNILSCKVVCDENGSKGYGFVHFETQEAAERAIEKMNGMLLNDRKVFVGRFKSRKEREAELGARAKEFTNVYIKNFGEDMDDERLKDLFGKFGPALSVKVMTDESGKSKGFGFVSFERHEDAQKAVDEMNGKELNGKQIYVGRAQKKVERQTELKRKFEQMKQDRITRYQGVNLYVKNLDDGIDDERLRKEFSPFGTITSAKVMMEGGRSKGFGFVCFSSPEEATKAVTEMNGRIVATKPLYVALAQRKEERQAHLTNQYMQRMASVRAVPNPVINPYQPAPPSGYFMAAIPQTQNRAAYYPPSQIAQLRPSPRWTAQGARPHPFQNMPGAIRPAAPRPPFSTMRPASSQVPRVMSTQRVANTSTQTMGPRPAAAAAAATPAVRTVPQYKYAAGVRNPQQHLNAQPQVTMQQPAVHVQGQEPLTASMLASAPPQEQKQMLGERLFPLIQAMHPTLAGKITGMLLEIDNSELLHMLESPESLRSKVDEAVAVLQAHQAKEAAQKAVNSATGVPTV
FAS TE block = inhibitors of human fatty acid synthase thioesterase domain. actives 0.67% (n = 360,000). AID 602261. P49327. inhibition, % at 15 µM. recombinant FAS-TE, OMFH fluorogenic substrate, fluorescence endpoint;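 active = compounds whose normalised, plate-corrected inhibition of enzyme fluorescence in the single-dose primary screen is 50% or more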;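 also: 0% = DMSO with enzyme and 100% = substrate without enzyme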
Rpn11 inh = Rpn11 (human) deubiquitinase inhibition; O00487; human 26S proteasome, Ub4-pepOG fluorescence polarization; 20S core pre-blocked with epoxomicin; calls only at 20 µM; actives 0.59% (n = 360,000);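 active = inhibition at 20 µM, scaled to each plate's controls, above about 33%, limit read from the data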
Rin1 Abl inh = human Rin1-Abl interaction inhibition | P00519+Q13671 | inhibition, % at 7.35 µM | actives 0.4% (n = 360,000) | TR-FRET Rin1/Abl binding, biochemical; in the data active = inhibition above about 5%, passing the limit was not always enough
MsrA inh = inhibitors of bovine MsrA; purified bovine MsrA, absorbance read-out; inhibition, % at 15.5 µM; actives 0.75% (n = 360,000); AID 651718; in the data active = inhibition above about 4.5%;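 also: 0% = vehicle wells with enzyme and 100% = reference inhibitor wells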
MT1-MMP act inh = inhibitors of human MT1-MMP activation; actives 0.061% (n = 360,000); AID 651647; P50281; GFP/RFP ratio change, % at 20 µM; HT1080 RFP-PRO-GFP cells, GFP/RFP ratio fluorescence, overnight; percent of plate control window, DMSO zero;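 active = GFP/RFP ratio change of at least 30% with cell ATP level not reduced by more than half and red fluorescence within 50% of control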; also: strong numbers were not always called active
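Assay system: HT1080 RFP-PRO-GFP cells. Benchmarks: DMSO vehicle wells and RFP-L50D-GFP reporter cell wells. Times: overnight cell settling, then overnight compound exposure, 37 °C, 5% CO2. Compound: 20 µM single dose, 1% DMSO. Read-out basis: GFP/RFP fluorescence ratio.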
CSN deneddyl inh = blocks human CSN-mediated cullin deneddylation; Purified CSN, SCF-Nedd8-OG deneddylation, fluorescence polarization; actives 0.38% (n = 360,000); inhibition, % at 12.5 µM; Q92905;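 active = pattern-corrected inhibition above about 35%, with an unprinted fluorescence ratio check between 0.5 and 1.5, limit read from the data, passing the limit was not always enough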;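 also: 0% = enzyme with substrate and 100% = substrate without enzyme; some results filed as inactive read as strong as hits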
Target sequence (Q92905 whole entry, looked up, one chain of several): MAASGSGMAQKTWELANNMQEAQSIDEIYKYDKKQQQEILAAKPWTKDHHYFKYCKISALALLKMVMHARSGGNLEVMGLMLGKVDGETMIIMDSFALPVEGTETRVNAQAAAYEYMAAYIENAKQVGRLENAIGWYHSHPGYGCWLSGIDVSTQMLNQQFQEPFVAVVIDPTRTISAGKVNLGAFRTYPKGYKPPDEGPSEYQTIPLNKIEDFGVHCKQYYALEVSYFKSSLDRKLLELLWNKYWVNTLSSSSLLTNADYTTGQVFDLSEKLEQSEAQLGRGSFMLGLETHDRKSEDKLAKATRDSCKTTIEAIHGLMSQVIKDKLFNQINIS
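assay system = purified human Csn5 enzyme expressed in HEK293T cells | amount = 0.24 nM enzyme | buffer or medium = Tris/NaCl/DTT buffer, pH 7.5 | reagent = 10 nM SCFSkp2-Nedd8OG | compound = one concentration, 12.5 µM, 0.25% DMSO | times = 90 min reaction at room temperature | signal = FP | read-out basis = % inhibition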
eLon inh = E. coli protease La inhibition; P0A9M0; purified E. coli Lon protease, fluorescence polarization; inhibition, % at 7.94 µM; actives 0.42% (n = 360,000); AID 602123; in the data active = inhibition above about 13%, passing the limit was not always enough;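 also: 0% = enzyme with probe and DMSO and 100% = no enzyme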
* = called active by the depositor; i = inactive; · = no result given; + = active, no number.

#	SMILES	MsrA act	PABP1 MLLE inh	FAS TE block	Rpn11 inh	Rin1 Abl inh	MsrA inh	MT1-MMP act inh	CSN deneddyl inh	eLon inh
1	c1ccc(Cn2nc(-c3ccccc3)nc2-c2ccccc2)cc1	-2	-8	11	i	-2	-0.4	0	-4	-9
2	CCOC(=O)CN=C/C(C(=O)Nc1nccs1)=C(/C)O	-3	9	-4	i	5	0.9	2	-11	3
3	O=C(CC1Oc2ccc(Cl)cc2NC1=O)NC1CCCCCC1 (configuration not stated)	-1	-10	-4	i	-1	0.2	0	4	0
4	O=C(O)Cn1c(=O)c2c3c(sc2n(Cc2ccccc2)c1=O)CCCC3	1	8	1	i	-1	-0.9	6	-2	-2
5	COc1cc(OC)c2c(=O)cc(-c3ccccc3)oc2c1	-4	-8	-2	i	-3	0.3	3	-2	-8
6	COc1cc(C)c(S(=O)(=O)N2CCOCC2)c(C)c1C	-2	2	1	i	4	0.5	2	2	0
7	CNS(=O)(=O)c1ccc2nc(NC(=O)/C=C/c3ccco3)sc2c1	-9	-46	-2	+	2	1.5	-11	56*	-24
8	O=c1n(-c2cccc(Cl)c2)c(=O)n2n1CCC2	-2	0	-5	i	4	0.9	9	-1	-9
9	O=C(CSc1c[nH]c2ccccc12)N1CCOCC1	-5	34	-5	i	-3	-0.5	-3	-14	6
10	O=C(/C=C/NNC(=O)c1ccccc1O)c1ccccc1	-4	6	4	i	2	1.2	-5	0	-7
11	O=c1c2ccccc2nc(-c2cccc(Cl)c2)n1O	-8	-2	0	i	2	-0.3	6	4	-6
12	CN(Cc1cccc(-n2cccn2)c1)Cc1cn(C)nc1-c1ccccc1F	-1	-2	0	i	0	-1.2	-4	-5	2
13	COc1c(C)cc(C(O)c2ncc(-c3ccc(C(F)(F)F)cc3)[nH]2)cc1C (configuration not stated)	-1	13	10	i	1	-0.1	3	-7	-7
14	Cc1ccc(N2C(=O)C3C(c4ccccc4)(C2=O)C3(c2ccccc2)c2ccccc2)cc1 (configuration not stated)	-3	-1	81*	i	3	0.5	-13	0	-6
15	COc1ccc(NS(=O)(=O)c2ccc(OC)c3ccccc23)cn1	-10	1	-2	i	2	0.4	7	4	-5
16	COCCNc1nc2cc(-c3ccccc3)sc2c(=O)n1C	-3	0	1	i	-9	2.0	3	-2	-3
17	CCOc1ccc(-c2cc(C(=O)Nc3ccc(F)cc3)[nH]n2)c(C)c1	-1	-4	1	i	0	0.5	-2	1	-19
18	O=C(NCCCN1CCOCC1)C1CC(=O)N(CCc2ccccc2)C1 (configuration not stated)	2	-12	-8	i	4	0.7	-1	-1	1
19	COc1ccc(OCCNS(=O)(=O)c2ccc3oc4ccccc4c3c2)cc1	-5	-12	13	i	0	1.4	-5	-2	-3
20	COc1ccc(C(C)=O)cc1COC(=O)CCNS(=O)(=O)c1ccc(C)cc1	-7	-17	0	i	4	0.1	0	4	9
21	NC1=NC2(CCCC2)N=C(Nc2ccccc2)N1	-4	7	-9	i	-3	-0.3	1	2	-6
22	CC1(C)CC(=O)c2cnc(NC(=O)CCc3ccccc3)nc2C1	-11	-6	-18	i	3	-2.8	0	-6	-2
23	N#CCC(=O)N1CCn2c1nc1ccccc12	-1	-3	-7	i	1	2.4	2	-1	-4
24	OC1CCCN(Cc2nc(Cc3ccccc3Cl)no2)C1 (configuration not stated)	-14	11	-12	i	8.8*	-0.4	1	1	2
25	Cc1ccc(CCNC(=O)c2ccc(CS(=O)(=O)Cc3ccccc3F)o2)cc1	-3	-1	2	i	4	-0.6	-7	-1	-6
26	COc1ccccc1Cn1cnc2cccnc21	-6	0	-8	i	2	0.8	2	-2	-8
27	COc1ccc(C(=O)NN=C(Cc2ccccc2)Cc2ccccc2)cc1OC	-1	-9	-1	i	-1	0.8	5	-9	9
28	O=C(CCN1CCc2ccccc2C1)Nc1ccc2c(c1)OCO2	-4	6	-2	i	2	1.1	4	5	8
29	O=C(Nc1ncc2c(n1)-c1ccccc1OC2)c1cccc([N+](=O)[O-])c1	0	-8	55*	i	-2	0.6	-3	-8	-11
30	O=C(O)c1ccccc1NC(c1ccccc1)c1ccc(Cl)cc1 (configuration not stated)	0	1	6	i	0	0.4	1	2	10

3 of these compounds, set out differently.
Values in the order – MsrA act, PABP1 MLLE inh, FAS TE block, Rpn11 inh, Rin1 Abl inh, MsrA inh, MT1-MMP act inh, CSN deneddyl inh, eLon inh
30) O=C(O)c1ccccc1NC(c1ccccc1)c1ccc(Cl)cc1 (configuration not stated)
    0, 1, 6, i, 0, 0.4, 1, 2, 10
26) COc1ccccc1Cn1cnc2cccnc21
    -6, 0, -8, i, 2, 0.8, 2, -2, -8
24) OC1CCCN(Cc2nc(Cc3ccccc3Cl)no2)C1 (configuration not stated)
    -14, 11, -12, i, 8.8*, -0.4, 1, 1, 2

Next section:
#	SMILES	MsrA act	PABP1 MLLE inh	FAS TE block	Rpn11 inh	Rin1 Abl inh	MsrA inh	MT1-MMP act inh	CSN deneddyl inh	eLon inh
31	COc1ccc(Nc2cc(Sc3ccc(OC)cc3)ncn2)cc1	-3	-3	13	i	5	-0.5	-9	-1	-10
32	COc1ccc(CCNC(=O)CN(c2cc([N+](=O)[O-])ccc2OC)S(C)(=O)=O)cc1OC	-7	-7	-4	i	5	0.4	-3	-2	-4
33	O=C(NNC(=O)c1sccc1-n1cccc1)c1cccs1	-4	2	0	i	5	0.3	3	-3	-1
34	CCCCn1c(CN(Cc2ccccc2)Cc2ccccc2)nc2c1c(=O)n(C)c(=O)n2C	1	5	21	i	-4	-0.4	-16	-2	-5
35	O=C(NCC(c1cccnc1)N1CCOCC1)c1cccc(Cl)c1 (configuration not stated)	4	7	-7	i	0	-0.5	9	2	0
36	CCOC(=O)CC(=O)CSc1n[nH]c(=O)[nH]c1=O	-5	16	-5	i	-3	1.4	3	-1	4
37	CC(C)(C)c1nc(-c2ccccc2)nc2c1OCCC2	0	-5	24	i	4	-0.5	3	5	-13
38	O=C(CN1CCN(S(=O)(=O)c2ccc(Br)cc2)CC1)N/N=C/c1ccc(Br)s1	-13	10	21	i	-6	1.5	-6	1	3
39	COc1ccc(C(C(=O)Nc2ccc(C(C)C)cc2)N(C)C(=O)c2ccc(=O)[nH]c2)cc1 (configuration not stated)	-2	6	49	i	2	-0.9	6	-15	1
40	CN(C)c1ccc(-c2ccc3c(=O)c4ccccc4n(C)c3c2)cn1	-3	-17	-9	i	2	-0.5	6	24	-2
41	C=CCN(c1cccc(C(F)(F)F)c1)S(=O)(=O)c1cccc(C(=O)OCC(=O)NCCC)c1	0	21	16	i	2	-0.6	0	1	3
42	C=CCOc1ccc(/C=C/C(=O)OCC(=O)NCc2cccs2)cc1	-2	-9	0	i	2	0.2	1	1	-16
43	Cc1ccc(S(=O)(=O)N(C)c2ccc(C(=O)NCC(c3ccco3)N3CCCC3)cc2)cc1 (configuration not stated)	-7	-1	-4	i	-4	-1.2	2	2	-5
44	O=C1c2ccccc2NC(c2ccccc2O)N1NS(=O)(=O)c1ccccc1 (configuration not stated)	-4	-7	-2	i	1	-0.5	4	2	-1
45	COc1ccc(CCNC(=O)CCC(=O)c2cccs2)cc1OC	0	5	-5	i	-1	-0.4	2	1	0
46	c1ccc(Cc2nnc3sc(-c4ccncc4)nn23)cc1	-1	42*	4	i	-2	-1.0	-6	-1	2
47	O=C(Nc1ccc(F)cc1)NC1CCCCCCC1	-3	7	2	i	-3	-0.9	-3	-4	-6
48	COC(=O)C1=C(C)OC(N)=C(C#N)C1C1CCCCC1 (configuration not stated)	-6	3	-1	i	3	-0.3	-2	-1	1
49	CCOc1ccc(NC(=O)CN(C)C(=O)c2ccccc2OCc2cccc(C)c2)cc1OCC	-11	11	6	i	-1	-1.1	·	-4	-12
50	Cc1nc2c(OCC(=O)c3ccc(F)cc3)cccn2c1N(C)Cc1cccs1	-1	2	2	i	0	1.3	-1	1	-1
51	Cc1c(O)c(=O)ccn1Cc1ccccc1	-1	1	-5	i	-2	-1.0	3	-2	1
52	O=c1cc(CN2CCC3(CC2)OCCO3)c2c(ccc3ccccc32)o1	-5	-1	7	i	-4	2.6	-3	3	-6
53	O=C(CCn1c(=O)oc2ccccc21)Nc1ccc2c(c1)OCCO2	-2	1	-2	i	0	0.5	-2	4	6
54	COc1cccc(C2C(C(=O)c3cccs3)=C(O)C(=O)N2c2cc(C)on2)c1 (configuration not stated)	-3	10	3	i	2	1.6	-1	-1	-13
55	CC(C)(C)CC(=O)Nc1nc(C(N)Cc2ccc(C(F)(F)F)cc2)cs1 (configuration not stated)	-2	-6	-1	i	2	-1.0	-4	-1	-5
56	COc1cccc(-n2nc(-c3ccnn3-c3ccc(F)cc3)c(=O)n(C)c2=O)c1	-6	11	0	i	1	-0.4	-2	0	-3
57	O=C(CNC(=O)c1cccs1)NCC(=O)OCc1c(Cl)cccc1Cl	-1	3	-3	i	0	-1.1	7	0	-5
58	Cc1cc(NC(=O)c2ccc(F)cc2)ccc1NC(=O)c1ccco1	-3	3	-9	i	0	0.3	2	-2	-7
59	CC12CCC(C(=O)Nc3ccccc3-n3cccc3)(CC1=O)C2(C)C (configuration not stated)	-7	4	-6	i	-2	-1.1	0	0	1
60	CCc1nc2ccc(C(=O)N(C)Cc3ccco3)cn2c1N(C)C(=O)Cc1ccccc1	-2	-12	-8	i	2	0.6	-1	-2	0
61	Cc1c(C(=O)O)[nH]c2ccc([N+](=O)[O-])cc12	-14	12	4	i	-1	0.5	-1	-13	2
62	CCOC(=O)c1oc2ccccc2c1COC(=O)CNC(=O)c1cccc(C)c1	-3	2	-5	i	0	0.3	3	2	-20
63	COc1ccc(C(C)n2c(C)c3c(C)nnc(C)c3c2C)cc1 (configuration not stated)	-7	-20	-7	i	3	-1.1	-7	5	-14
64	CCC(=O)Nc1nc(-c2ccccc2)ns1	-3	3	-4	i	-2	-0.2	2	-8	1
